Screening results as filed in PubChem BioAssay.
PI5P4Ka inh – inhibitors of human PI5P4K alpha | hit rate 1.2% among 330,000 | max response, % | AID 652105 | PI5P4Kalpha enzyme, ADP-Glo luminescence, 60 min; hits give low values | P48426; active means max response of -50% or lower; inconclusive means between -30% and -50%; inactive means -30% or higher; further: value at the top dose of about 77 µM; on the % scale 0 is the no-effect control and ±100 the full control effect
Target sequence (P48426 whole entry, looked up): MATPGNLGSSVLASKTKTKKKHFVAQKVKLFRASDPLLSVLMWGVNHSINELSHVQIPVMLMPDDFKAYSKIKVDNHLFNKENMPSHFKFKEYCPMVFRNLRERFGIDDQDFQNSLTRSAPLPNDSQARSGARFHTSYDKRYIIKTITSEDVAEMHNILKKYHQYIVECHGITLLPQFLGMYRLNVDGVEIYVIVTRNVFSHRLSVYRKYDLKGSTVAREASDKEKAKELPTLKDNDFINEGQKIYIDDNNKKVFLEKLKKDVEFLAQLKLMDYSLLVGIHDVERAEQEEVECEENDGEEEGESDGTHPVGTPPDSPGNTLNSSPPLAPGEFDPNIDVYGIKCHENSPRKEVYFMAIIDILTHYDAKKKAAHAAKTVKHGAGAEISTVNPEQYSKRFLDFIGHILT
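qHTS, 1536-well: enzyme/substrate mix, compound by pin tool, 5 microM ATP final; RT 60 min; ADP-Glo reagents 1 (45 min) then 2 (30 min); luminescence.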
WRN inhibitor – inhibitors of human WRN helicase. Q14191. WRN helicase unwinding, fluorescent forked duplex, kinetic. Potency, µM (top dose mostly 114 µM), for inactives: top-dose activity change, negative = inhibition, hits mostly inhibitors. hit rate 0.46% among 360,000; further: potency means the concentration at half of the fitted maximal effect; on the % scale 0 is the no-effect control and ±100 the full control effect; nearly all actives have a fitted effect of over 55% in size
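Screening of the MLSMR collection measured strand separation of a quenched forked DNA duplex (100 nM) by 20 nM WRN with 2 mM ATP, all final. Compounds were preincubated with enzyme 15 min at room temperature.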
EPAC1 ag – agonists of human EPAC1. O95398. EPAC1 agonist qHTS, biochemical assay; response scale: 100% = response to 6.5 mM cAMP. Potency, µM (titrated, usually from 154 µM), for the others: at the highest dose activation, hits mostly activators. hit rate 0.073% among 360,000; further: potency means the concentration at half of the fitted maximal effect; nearly all actives have a fitted effect of over 60% in size
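Nucleotide exchange by EPAC1 (100 nM) on Rap1B–BODIPY-GDP (250 nM) in the presence of 50 uM GDP is tracked fluorescently at 480/540 nm over 30 min. Signals are normalized to a 6.5 mM cAMP control.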
Abeta yeast res – compounds reversing amyloid beta toxicity in yeast; yeast expressing A-beta42, growth rescue, OD600, 48 h; response scale: 0% DMSO, 100% iron-clioquinol control; Potency, µM (doses to about 46.1 µM), for the others: top-dose growth rescue, actives largely listed as activators; hit rate 0.063% among 410,000; further: potency means the concentration at half of the fitted maximal effect; nearly all actives have a fitted effect of over 55% in size
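Yeast growth medium received pinned compounds, then yeast cells expressing toxic A-beta were added; plates incubated at 30 C for 48 hr. Growth read as absorbance at 600 nm, normalized to DMSO and equimolar FeCl3 plus clioquinol controls.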
PLK1 PBD inh – inhibitors of human PLK1 polo-box domain binding. Potency, µM, without a hit: max response, negative = inhibition, usual class: inhibitors. Plk1 PBD binding of FITC phosphopeptide, fluorescence polarization. hit rate 2.8% among 360,000; further: potency means the concentration at half of the fitted maximal effect; series mostly up to about 57 µM; on the % scale 0 is the no-effect control and ±100 the full control effect; nearly all actives have a fitted effect of over 65% in size
Target sequence (P53350 whole entry, looked up, the tested form may be a part): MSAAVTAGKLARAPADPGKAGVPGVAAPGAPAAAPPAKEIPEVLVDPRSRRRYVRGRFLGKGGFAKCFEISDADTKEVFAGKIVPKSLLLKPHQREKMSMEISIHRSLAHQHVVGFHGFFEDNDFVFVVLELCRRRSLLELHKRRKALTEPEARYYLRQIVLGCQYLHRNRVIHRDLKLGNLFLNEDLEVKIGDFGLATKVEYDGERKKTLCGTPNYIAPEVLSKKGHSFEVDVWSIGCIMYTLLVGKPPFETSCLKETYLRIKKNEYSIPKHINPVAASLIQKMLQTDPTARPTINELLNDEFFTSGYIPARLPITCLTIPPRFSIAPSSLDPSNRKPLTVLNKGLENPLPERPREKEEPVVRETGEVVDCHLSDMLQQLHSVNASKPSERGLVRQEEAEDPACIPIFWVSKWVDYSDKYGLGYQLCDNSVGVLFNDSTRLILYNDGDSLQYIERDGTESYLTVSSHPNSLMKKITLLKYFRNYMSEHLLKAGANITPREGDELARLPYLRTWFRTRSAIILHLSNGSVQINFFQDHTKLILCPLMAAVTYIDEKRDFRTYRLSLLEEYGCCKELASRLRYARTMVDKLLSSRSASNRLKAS
EPAC1 antag – EPAC1 (human) antagonism. O95398. EPAC1 GEF assay, Rap1b-BODIPY-GDP exchange fluorescence. Potency, µM (doses to about 115 µM), for the others: at the highest dose activity change, negative = inhibition, hits mostly inhibitors. hit rate 0.14% among 360,000. AID 720709;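 further: potency means the concentration at half of the fitted maximal effect; plate controls were vehicle for no effect and positive control for full effect; nearly all actives have a fitted effect of over 50% in size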
FUS yeast rescue – rescues growth of FUS-expressing yeast | hit rate 0.24% among 390,000 | AID 1347120 | Potency, µM (top dose mostly 76.6 µM), inactives show top-dose growth rescue (activation), most hits filed as activators | S. cerevisiae FUS-expressing, growth rescue, OD600, 24 h;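 further: potency means the concentration at half of the fitted maximal effect; plate controls were DMSO vehicle for no effect and reference control for full effect; nearly all actives have a fitted effect of over 55% in size; some results filed as inactive show a strong effect at the top dose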
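S. cerevisiae expressing FUS from galactose induction served as the toxicity model. Growth after 24hr at 30C, read as absorbance at 600 nm, indicates suppression of toxicity; compounds dosed at several concentrations.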
IL2 activator – IL-2 activation; IL-2 activation reporter assay, cell-based qHTS; stimulated with anti-CD3/CD4/CD28 beads; in transgenic mouse T cells; activation, % (series mostly up to about 46 µM); hit rate 0.065% among 360,000; AID 652025; in the data active means activation above about 50%; inconclusive means mostly about 30% to 49%; further: 0% is about no effect
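Using fluorescent plate cytometry, EGFP and DsRed are detected in transgenic mouse T cells stimulated 18 h at 37 degrees C with antibody-coated beads after 60 min compound pretreatment.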
The depositor's hits bear a star; u = inconclusive; x = not tested or not shown; [ ] = another dose, or the depositor's remark. Unless noted, the call rests on the fitted dose curve; in most records, active means well fitted curve in the direction sought with a large enough effect; inconclusive means small, poorly fitted or top-dose-only effect, or another doubt; inactive means no such curve, though single readings can be large; an effect the other way counts as inactive or inconclusive. Hits appear at their usual frequency. Share with any hit: about 4.1%.

Under each structure: PI5P4Ka inh	WRN inhibitor	EPAC1 ag	Abeta yeast res	PLK1 PBD inh	EPAC1 antag	FUS yeast rescue	IL2 activator
#1 O=c1cc(CN2CCN(S(=O)(=O)c3ccc4ccccc4c3)CC2)nc2sccn12
  1	0%	0%	3%	-1%	-24%	7%	-3.1
#2 Cc1nn2c(=O)cc(CSCC(=O)Nc3ccccc3Cl)nc2s1
  12	1%	-3%	-18%	-29%	33%[activator]	22%	-3.8
#3 COc1ccc(-c2oc3cc(O)c(OC)c(O)c3c(=O)c2OC)cc1
  -2	-10%	-5%	-26%	-6%	5%	12%	0.0
#4 CCN(CC(=O)Nc1ccc(NC(C)=O)cc1)C(=O)c1ccc(N2CCC(C)CC2)c([N+](=O)[O-])c1
  0	5%	4%	23%	-14%	-3%	30%	1.5
#5 CC1CCCCC12NC(=O)N(CC(=O)OCc1ccccc1F)C2=O (centres undefined)
  3	-6%	-13%	-10%	3%	0%	x	-3.7
#6 CCC(NC(=O)CCCc1ccccc1)c1ccccc1 (centres undefined)
  4	3%	-1%	15%	-9%	-7%	x	0.7
#7 O=C1CN2C(=N1)N(Cc1ccccc1)c1ccccc12
  -1	1%	3%	13%	0%	3%	-25%	-4.2
#8 COc1ccc(OC)c(/C=C/C(=O)OCC(=O)NC2CCCCCCC2)c1
  -1	-6%	7%	-7%	-1%	-12%	30%	0.9
#9 CCc1ncc(C)nc1CC
  2	8%	-15%	14%	3%	-16%	-16%	0.4
#10 CCNC(=O)C1(C)CCCN(C(=O)c2ccc3sccc3c2)C1 (centres undefined)
  1	0%	1%	-13%	0%	-18%	-10%	0.8
#11 CC1=CC2C(C(O)CC3(C)C2CC(C)C32OCOC23COCO3)C2(C)C/C(=C\O)C(=O)C=C12 (centres undefined)
  -22	-4%	-1%	-21%	u	-11%	x	-5.6
#12 Cc1cc(OC(=O)c2ccc(OC(C)C)cc2)c([N+](=O)[O-])c(=O)[nH]1
  -3	4%	-1%	x	3%	6%	-17%	1.2
#13 CCCCOc1ccc(/C(O)=C2/C(=O)C(=O)N(CCCOC)C2c2ccncc2)cc1C (centres undefined)
  x	-12%	3%	5%	-6%	10%	14%	-0.3
#14 CC(C)c1nnc(NC(=O)Cn2nc(-c3ccc4c(c3)OCCO4)ccc2=O)s1
  x	-9%	-3%	-1%	-10%	2%	56%	-0.5
#15 COc1ccc(-c2ccc(SCC(=O)NC3CCCCC3)nn2)cc1OC
  5	-17%	-3%	-10%	-1%	-1%	-15%	-1.2
#16 COc1ccc(N(CC(=O)NCCc2ccc(OC)c(OC)c2)S(=O)(=O)c2c(C)noc2C)cc1
  3	-5%	-8%	8%	-3%	-7%	22%	-1.9
#17 Oc1ccc2ccccc2c1/C=N/Nc1nnc(-c2ncc[nH]2)c2ccccc12
  x	-16%	16%	23%	-1%	15%	42%	56*
#18 NC(=O)C1CCN(CCC(=O)Nc2ccc(Br)cc2)CC1
  5	-14%	-6%	-1%	-5%	-4%	6%	2.4
#19 O=C(NCc1ccco1)C1CCCN1S(=O)(=O)c1ccc2ccccc2c1 (centres undefined)
  x	-12%	5%	u	-8%	-6%	25%	0.0
#20 Cn1cccc1-c1cc(C(=O)N/N=C/C=C/c2ccccc2)[nH]n1
  -24	-6%	18%	12%	-29%	16%	16%	0.6
#21 C[C@@H]1CN([C@H](C)CO)C(=O)CCCn2nncc2CO[C@H]1CN(C)Cc1ccc(C(=O)O)cc1
  1	-6%	6%	1%	-3%	8%	-3%	-0.9
#22 COCCOC(=O)c1c(C)nc(SCC(=O)Nc2ccc(OC)cc2)c(C#N)c1-c1ccco1
  10	6%	0%	-6%	-14%	-13%	-2%	1.2
#23 O=C(O)c1ccccc1C(=O)NCc1c(Cl)cccc1Sc1ccc(Cl)cc1
  -1	9%	1%	5%	-8%	3%	8%	0.9
#24 Cc1cccc(NC(=O)Cc2coc3ccc4ccccc4c23)n1
  x	-4%	15%	-57%[inhibitor]	-4%	-2%	15%	0.8
#25 O=C(/C=C1\OCc2ccccc21)c1ccccc1
  4	8%	-1%	-18%	-8%	11%	1%	-0.1
#26 O=C(COC(=O)c1cc(Cl)ccc1O)Nc1cc(C(F)(F)F)ccc1N1CCOCC1
  3	-6%	-7%	-11%	5%	-5%	x	-3.5
#27 O=S(=O)(NCCNS(=O)(=O)c1c(F)cccc1F)c1ccc2c(c1)OCCO2
  x	x	-4%	3%	x	3%	-27%	0.9
#28 CCOc1cc(NC(=S)Nc2ccc(Cl)cc2)c(OCC)cc1NC(C)=O
  3	-8%	-8%	2%	-25%	-9%	-5%	-5.1
#29 Cc1ccc(NC(=O)c2ccc([N+](=O)[O-])o2)cc1S(=O)(=O)N1CCOCC1
  -11	-12%	7%	-4%	-27%	u	28%	-1.0
#30 COc1ccc(CNC(=O)Cn2cc([N+](=O)[O-])nc2C)cc1
  x	2%	3%	7%	-3%	-5%	22%	-1.7
#31 Cc1[nH]c(C)c(S(=O)(=O)N(C)Cc2ccccc2)c1C(=O)N1CCCCC1
  1	3%	10%	0%	-17%	22%	-3%	-0.9
#32 COc1ccc(-c2cc3nc(C)n(N)c(=O)c3s2)cc1
  -53*	-5%	16%	-57%[inhibitor]	-3%	-9%	4%	-0.2
#33 CCCN(CC(=O)Nc1ccccc1C)C(=O)C1CCN(S(=O)(=O)c2ccc(C)c(C)c2)CC1
  6	-3%	9%	0%	-20%	-7%	35%	-1.2
#34 O=C(COC(=O)c1ccc(=O)[nH]c1)Nc1cccc(S(=O)(=O)N2CCOCC2)c1
  2	-5%	6%	-7%	-7%	1%	5%	-2.1
#35 COc1ccc(CN(Cc2ccco2)S(=O)(=O)c2ccc(S(=O)(=O)N3CCCC3)cc2)cc1
  5	1%	0%	2%	-2%	-15%	9%	-0.4
#36 CCc1nnc(NC(=O)c2ncc(Cl)c(Cl)c2Cl)s1
  2	-31%	2%	16%	-6%	3%	13%	2.0
#37 Cc1ccc(S(=O)(=O)CCC(=O)OCc2nnc(-c3ccccc3)o2)cc1
  3	-7%	1%	0%	0%	-8%	7%	1.7
#38 COc1ccc(C/C(C)=N/NS(=O)(=O)c2ccc(Br)cc2)cc1
  4	0%	12%	3%	u	-5%	-16%	-2.2
#39 COc1ccc(/C=N/N2CCOCC2)cc1Cn1nc(C)c([N+](=O)[O-])c1C
  -14	4%	0%	11%	0%	-14%	-2%	2.7
#40 Cc1cccc2cc3c(NC(=O)C(C)C)nn(C)c3nc12
  0	10%	-9%	5%	-1%	0%	-3%	4.9
#41 Cc1ccccc1CNC(=O)C(C)Sc1ccccc1 (centres undefined)
  -4	3%	-2%	-3%	-8%	4%	-40%	-1.9
#42 Cc1cccc(N(C(=O)Cn2nnc(-c3ccc(F)cc3)n2)C(C(=O)NC(C)(C)C)c2ccncc2)c1 (centres undefined)
  2	-3%	-6%	-11%	-21%	u	12%	-2.9
#43 O=C(CCNS(=O)(=O)c1ccc(Cl)cc1)OCC(=O)N1CCN(C(=O)c2ccco2)CC1
  -3	-1%	1%	11%	-3%	3%	-4%	-3.8
#44 O=C(C1COc2ccccc2O1)N1CCN(c2ccccc2Cl)CC1 (centres undefined)
  -1	5%	0%	8%	-2%	0%	10%	0.3
#45 CC1(C(=O)NS(=O)(=O)Cc2ccccc2C(F)(F)F)CCN1C(=O)Cc1ccccc1 (centres undefined)
  0	2%	-16%	7%	-8%	2%	-11%	2.2

Already shown: an excerpt of the list.
Under each structure: PI5P4Ka inh	WRN inhibitor	EPAC1 ag	Abeta yeast res	PLK1 PBD inh	EPAC1 antag	FUS yeast rescue	IL2 activator
#1 O=c1cc(CN2CCN(S(=O)(=O)c3ccc4ccccc4c3)CC2)nc2sccn12
  1	0%	0%	3%	-1%	-24%	7%	-3.1
#2 Cc1nn2c(=O)cc(CSCC(=O)Nc3ccccc3Cl)nc2s1
  12	1%	-3%	-18%	-29%	33%[activator]	22%	-3.8
#3 COc1ccc(-c2oc3cc(O)c(OC)c(O)c3c(=O)c2OC)cc1
  -2	-10%	-5%	-26%	-6%	5%	12%	0.0

The listing continues:
Under each structure: PI5P4Ka inh	WRN inhibitor	EPAC1 ag	Abeta yeast res	PLK1 PBD inh	EPAC1 antag	FUS yeast rescue	IL2 activator
#46 Fc1cccc(Cc2c(-c3ccc(Cl)cc3)nc3ccc(Cl)cn23)c1
  2	-18%	-4%	-13%	10%	-26%	11%	-0.8
#47 CCN1C(=O)c2cccc3c(S(=O)(=O)NCc4ccccn4)ccc1c23
  -8	-19%	6%	5%	-5%	-14%	-8%	0.4
#48 O=C1CC(NNc2ccccc2)C(=O)N1c1ccccc1 (centres undefined)
  -15	-3%	6%	-13%	-21%	2%	44%	2.2
#49 CCOC(=O)c1ccc(N2C(=O)CC(Sc3nc(O)c(CC)c(=O)[nH]3)C2=O)cc1 (centres undefined)
  0	9%	8%	-1%	-6%	2%	-12%	0.4
#50 CC1Cc2cc(S(=O)(=O)N3CCCCC3)ccc2N1C(=O)C1CCC1 (centres undefined)
  0	-2%	-3%	x	6%	-3%	47%	2.8
#51 Cn1cccc1C(=O)NCC(c1ccco1)N1CCCCC1 (centres undefined)
  1	-7%	9%	3%	-7%	-2%	33%	0.3
#52 c1cc2c(cc1-c1csc(NNC3=NCCCCC3)n1)OCCO2
  -14	-8%[57.1 µM]	9%	-20%	19µM*	-9%	39%	2.7
#53 O=C(NCCCn1ccnc1)c1ccc(Br)c(S(=O)(=O)N2CCOCC2)c1
  1	9%	-3%	4%	-6%	15%	15%	-2.7
#54 O=C(c1ccc(O)c(Cl)c1)N1CCN(S(=O)(=O)c2ccccc2)CC1
  u	u	-6%	-3%	-6%	-1%	27%	0.6
#55 CC(C)Cc1nc2oc3c(NCC(C)O)ncnc3c2c2c1CCCC2 (centres undefined)
  -2	-2%	-1%	-96%[inhibitor]	-2%	-5%	-19%	-0.5
#56 COc1ccc(-c2ccccc2NC(=O)C2CCCN(Cc3ccc(C)o3)C2)cc1 (centres undefined)
  2	-12%	-3%	-7%	-11%	-8%	x	-5.2
#57 CC(C)(C)C(=O)Nc1nnc(CSCc2ccccc2F)s1
  2	-3%	-3%	2%	-2%	6%	4%	-0.1
#58 Cc1noc(C)c1C(=O)Nc1ccccc1N1CCCC1
  -5	2%	6%	-1%	-6%	8%	-1%	1.1
#59 O=C(C(=O)N1CCN(c2ccccc2Cl)CC1)c1c[nH]c2ccccc12
  17	-16%	4%	x	-2%	-29%	34%	-0.5
#60 O=C(COC(=O)c1ccc(Cl)cc1)NC(=O)NC1CCCC1
  -1	-3%	1%	15%	3%	-2%	-7%	0.7
#61 CC(=O)Nc1cccc(NS(=O)(=O)Cc2ccc(Cl)cc2)c1
  x	-8%	-3%	9%	-2%	4%	4%	-1.6
#62 CNC(=O)/C(C#N)=C/c1ccc(OCCOc2ccccc2)cc1
  -1	-8%	3%	7%	-2%	-20%	-7%	0.5
